AID2073: inhibitors of Mint1-CaV2.2 protein interaction, biochemical, HTRF (AID 2073) | 290,000 compounds, 0.19% hits | HTRF protein-protein interaction, Mint1-CaV2.2; higher % means a stronger effect | inhibition, % at 20 µM; hits with a dose series show IC50 in µM; in the data active means inhibition mostly above about 51%, no sharp cut-off; inconclusive means no clear call, values can overlap the other calls; inactive means mostly below about 53%; further: some results filed as inactive read as strong as hits
GPR35 arrestin U2OS: inhibition of zaprinast-stimulated GPR35 beta-arrestin translocation – imaging, U2OS, beta-arrestin-GFP, zaprinast agonist, primary screen (AID 2058) | inhibition, % at 10 µM; hits with a dose series show IC50 in µM | U2OS GPR35 beta-arrestin-GFP translocation imaging, zaprinast antagonism; higher % means a stronger effect | 290,000 compounds, 0.052% hits;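 active means inhibition of at least 50% with at least 30 cells and total cytoplasm GFP at most 10,000,000; inconclusive means under 30 cells or total GFP of 10,000,000 plus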
KOR beta-arrestin-1: KOR agonists, beta-arrestin recruitment, primary screen, cell-based, luminescence, uHTS (AID 1777); KOR beta-arrestin recruitment, luminescence; higher % means a stronger effect; one-dose activation, % at 10 µM; EC50 in µM for titrated hits; 280,000 compounds, 0.02% hits; in the data active means activation above about 50%, passing the limit was not always enough; further: a part of the inactive calls stands beside numbers as strong as those of hits
GPR55 LPI antagonism: GPR55 antagonists blocking LPI-driven arrestin recruitment, primary screen, imaging, U2OS, beta-arrestin-GFP, LPI agonist (AID 2013); U2OS GPR55 beta-arrestin-GFP translocation imaging, LPI antagonism; higher % means a stronger effect; inhibition, % at 10 µM, or IC50 in µM where a hit was titrated; 290,000 compounds, 0.13% hits;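 active means spots per cell inhibited over 60%, with over 100 cells counted and total cytoplasm intensity under 500,000; inconclusive means wells with under 100 cells, flagged as likely toxic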;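 further: U2OS cells stably carrying GPR55 and arrestin-GFP stimulated by 5 µM LPI near EC80; imaged beta-arrestin-GFP aggregate spots per cell after agonist stimulation; plate controls were LPI-stimulated DMSO wells for no effect and DMSO wells without LPI for full effect; some results filed as inactive read as strong as hits; confirmed hits need IC50 under 10 µM and bright autofluorescent wells are also inconclusive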
Siah-1 displacement: Siah-1 peptide-binding antagonists, primary screen, biochemical, fluorescence polarization, rhodamine-plectin, uHTS (AID 1817) | Siah-1 / rhodamine-plectin peptide fluorescence polarization; higher % means a stronger effect | one-dose displacement, % at 20 µM; IC50 in µM for titrated hits | 290,000 compounds, 0.02% hits;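 active means displacement of at least 50% at 20 µM, with a fluorescence ratio check between 0.3 and a set limit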;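 further: plate controls were Siah plus tracer with DMSO for no effect and tracer alone without Siah for full effect; strong numbers were not always called active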
KOR beta-arrestin-2: kappa opioid receptor blockers – cell-based, luminescence, uHTS (AID 1778); KOR beta-arrestin recruitment, luminescence, antagonist mode; higher % means a stronger effect; one-dose inhibition, % at 10 µM; IC50 in µM for titrated hits; 290,000 compounds, 0.091% hits; in the data active means inhibition above about 50%; further: strong numbers were not always called active
HIV peptide binding: inhibitors of HIV fusion peptide binding, primary screen, biochemical, uHTS, fluorescence dequenching (AID 1986); cell-free peptide binding, fluorescence dequenching, 30 min; higher % means a stronger effect; inhibition, % at 20 µM, or IC50 in µM where a hit was titrated; 290,000 compounds, 0.3% hits; in the data active means inhibition mostly above about 52%, no sharp cut-off; inactive means mostly below about 76%; further: some results filed as inactive read as strong as hits
NOD1 inhibition: inhibition of NOD1-driven NF-kB reporter – cell-based, luminescence, uHTS, primary screen (AID 1578). NOD1-driven NF-kB luciferase reporter cells, luminescence; higher % means a stronger effect. inhibition, % at 4 µM; hits with a dose series show EC50 in µM. 290,000 compounds, 1% hits; in the data active means inhibition mostly above about 36%, no sharp cut-off; inactive means mostly below about 34%;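 further: HEK-293T reporter cells stimulated with the NOD1 agonist gamma-tri-DAP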
GPR55 activation: GPR55 agonists via beta-arrestin recruitment, primary screen, imaging, U2OS cells, beta-arrestin-GFP redistribution (AID 1961). activation, % at 10 µM, or EC50 in µM where a hit was titrated. 290,000 compounds, 0.048% hits. U2OS GPR55 beta-arrestin-GFP redistribution imaging; higher % means a stronger effect;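 active means activation above 40% with more than 50 cells counted in the well; inconclusive means wells holding fewer than 50 cells, flagged as toxic or sparse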;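 further: U2OS osteosarcoma cells stably expressing GPR55 and beta-arrestin-GFP; plate controls were DMSO negative control for no effect and LPI positive control for full effect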
* = called active by the depositor; ? = inconclusive; / = not tested or not shown; [ ] = remark or other dose. The list is partial; rates above refer to the full screens.

Sample of the layout (7 entries):
#1 Cc1c(N2C(=O)/C(=C\c3ccccc3O)SC2=S)c(=O)n(-c2ccccc2)n1C
#2 CCOC(=O)CC(NC(=O)c1cc2cc(Cl)cc(Cl)c2oc1=O)c1cccc([N+](=O)[O-])c1 (configuration not stated)
#3 CC(C)C(C)NC(=O)COc1ncnc2sccc12 (configuration not stated)
#4 CN1c2ccccc2C(=O)/C(=C\Nc2ccc(F)cc2F)S1(=O)=O
#5 Cc1ncc(CSc2nc3ccccc3[nH]2)c(N)n1
#6 CC1=CC=CC2=N/C(=N\S(=O)(=O)c3ccc(F)cc3F)c3ccccc3CN12
#7 O=C(O)c1cc(N2C(=O)C3CCCCC3C2=O)ccc1NCc1cccnc1 (configuration not stated)
compound no.	1	2	3	4	5	6	7
AID2073	-7%	18%	-8%	-9%	2%	10%	17%
GPR35 arrestin U2OS	4%	2%	0%	13%	-1%	-1%	7%
KOR beta-arrestin-1	6.7%	-7.3%	-2.8%	/	1.4%	-3.0%	-2.8%
GPR55 LPI antagonism	49%	16%	16%	-7%	-8%	16%	7%
Siah-1 displacement	-6%	8%	2%	-12%	-6%	2%	3%
KOR beta-arrestin-2	/	-25%	3%	31%	-69%	-16%	-10%
HIV peptide binding	-3.0%	5.4%	-0.2%	-3.9%	0.7%	3.1%	-1.9%
NOD1 inhibition	-11%	1%	-28%	3%	-10%	-21%	-21%
GPR55 activation	0.0%	0.2%	-0.1%	-0.1%	-0.1%	-0.5%	-0.2%

Results, repeating the preview:
#1 Cc1c(N2C(=O)/C(=C\c3ccccc3O)SC2=S)c(=O)n(-c2ccccc2)n1C
#2 CCOC(=O)CC(NC(=O)c1cc2cc(Cl)cc(Cl)c2oc1=O)c1cccc([N+](=O)[O-])c1 (configuration not stated)
#3 CC(C)C(C)NC(=O)COc1ncnc2sccc12 (configuration not stated)
#4 CN1c2ccccc2C(=O)/C(=C\Nc2ccc(F)cc2F)S1(=O)=O
#5 Cc1ncc(CSc2nc3ccccc3[nH]2)c(N)n1
#6 CC1=CC=CC2=N/C(=N\S(=O)(=O)c3ccc(F)cc3F)c3ccccc3CN12
compound no.	1	2	3	4	5	6
AID2073	-7%	18%	-8%	-9%	2%	10%
GPR35 arrestin U2OS	4%	2%	0%	13%	-1%	-1%
KOR beta-arrestin-1	6.7%	-7.3%	-2.8%	/	1.4%	-3.0%
GPR55 LPI antagonism	49%	16%	16%	-7%	-8%	16%
Siah-1 displacement	-6%	8%	2%	-12%	-6%	2%
KOR beta-arrestin-2	/	-25%	3%	31%	-69%	-16%
HIV peptide binding	-3.0%	5.4%	-0.2%	-3.9%	0.7%	3.1%
NOD1 inhibition	-11%	1%	-28%	3%	-10%	-21%
GPR55 activation	0.0%	0.2%	-0.1%	-0.1%	-0.1%	-0.5%

#7 O=C(O)c1cc(N2C(=O)C3CCCCC3C2=O)ccc1NCc1cccnc1 (configuration not stated)
#8 CC(C(=O)Nc1ccc(C(=O)O)c(O)c1)N1C(=O)/C(=C\c2ccco2)SC1=S (configuration not stated)
#9 CCc1ccc(-c2cc3c(=O)n(CC(=O)NCCCN4CCC(Cc5ccccc5)CC4)nc(C)n3n2)cc1
#10 COc1ccc(C)cc1NC(=O)c1ccccc1N(C)S(=O)(=O)c1ccccc1
#11 O=C(Nc1cccc2ccccc12)c1cnsn1
#12 O=C(CCc1nnc2n(Cc3ccccc3Cl)c(=O)c3ccccc3n12)NCCCN1CCOCC1
compound no.	7	8	9	10	11	12
AID2073	17%	10%	11%	5%	5%	4%
GPR35 arrestin U2OS	7%	6%	10%	-6%	14%	11%
KOR beta-arrestin-1	-2.8%	-1.0%	4.2%	-2.3%	/	-0.5%
GPR55 LPI antagonism	7%	14%	1%	15%	-2%	-4%
Siah-1 displacement	3%	19%	-4%	5%	0%	0%
KOR beta-arrestin-2	-10%	20%	-34%	-5%	4%[20 µM]	2%
HIV peptide binding	-1.9%	78%*	-0.2%	-0.8%	-1.8%	-0.8%
NOD1 inhibition	-21%	-20%	-25%	0%	-6%	-11%
GPR55 activation	-0.2%	-0.2%	-0.4%	0.6%	-0.1%	0.0%

#13 Cc1cc(NC(=O)c2ccc(Cl)c([N+](=O)[O-])c2)no1
#14 O=C(OCC(=O)N1CCN(S(=O)(=O)c2ccccc2)CC1)c1ccc([N+](=O)[O-])o1
#15 COc1ccc(C2N(c3cc(Cl)ccc3OC)C(=O)C3CCCN32)cc1OC (configuration not stated)
#16 CC(C)CCOP(=O)(c1ccc(N(C)C)cc1)C(O)c1ccc(N(C)C)cc1 (configuration not stated)
#17 Cc1ccc(S(=O)(=O)N2CCN(C(C)C)CC2)cc1
#18 CCS(=O)(=O)N1CCN(c2ccc([N+](=O)[O-])c(NCC3CCCO3)c2)CC1 (configuration not stated)
compound no.	13	14	15	16	17	18
AID2073	-6%	-16%	-4%	0%	8%	3%
GPR35 arrestin U2OS	-4%	-11%	1%	3%	-1%	2%
KOR beta-arrestin-1	0.2%	-0.9%	-2.5%	-2.6%	/	-6.6%
GPR55 LPI antagonism	5%	-13%	7%	2%	9%	-2%
Siah-1 displacement	-5%	-2%	1%	-3%	2%	4%
KOR beta-arrestin-2	-1%	-10%	28%	46%	-18%[20 µM]	-1%
HIV peptide binding	0.8%	-2.4%	1.6%	2.1%	2.6%	-2.0%
NOD1 inhibition	-4%	-40%	-6%	5%	-8%	-30%
GPR55 activation	0.5%	-0.5%	0.7%	0.0%	-0.1%	0.2%

#19 O=C(Nc1ccccc1C(=O)N1CCOCC1)c1cccnc1
#20 CCOc1ccccc1-n1c(SCC(=O)N2CCCC2)nnc1-c1ccc(O)cc1
#21 COc1ccc(C/C(C)=N/NC(=O)c2ccc(C)cc2C)cc1
#22 CCCC(=O)Nc1ccc(Cl)c(NC(=O)c2ccc([N+](=O)[O-])cc2Cl)c1
#23 CSCC[C@H](NC(=O)OC(C)(C)C)C(=O)NCC1CCC(C(=O)N[C@@H](Cc2ccccc2)C(=O)O)CC1 (some centres not stated)
#24 NS(=O)(=O)c1ccc(NC(=O)CSc2nc3ccccc3[nH]2)cc1
compound no.	19	20	21	22	23	24
AID2073	?	1%	19%	-3%	14%	10%
GPR35 arrestin U2OS	11%	5%	-8%	6%	-8%	2%
KOR beta-arrestin-1	-2.1%	2.3%	-1.6%	-2.0%	-6.5%	-4.7%
GPR55 LPI antagonism	40%	-10%	-5%	-8%	6%	-6%
Siah-1 displacement	-8%	-3%	5%	-1%	-1%	14%
KOR beta-arrestin-2	-59%	-59%	8%	1%	11%	-12%
HIV peptide binding	-1.4%	0.0%	0.1%	-0.9%	0.3%	2.6%
NOD1 inhibition	14%	4%	-29%	-34%	0%	4%
GPR55 activation	0.2%	-0.2%	-0.3%	-0.2%	-0.3%	-0.1%

#25 CCOc1ccc(NC(=O)CN2C(=O)COc3ccc(S(=O)(=O)N4CCCCC4)cc32)cc1
#26 CCOC(=O)Nc1ccc2nc(N3CCCCCC3)sc2c1
#27 NC(=O)CSc1c[nH]c2ccccc12
#28 CCC(C)C(NC(=O)c1ccc(Cl)cc1)C(=O)O (configuration not stated)
#29 COc1ccc(OC)c(S(=O)(=O)N2CCC(C(=O)NC3CCCCC3)CC2)c1
#30 O=C(CSc1nnc(-c2cccnc2)n1Cc1ccco1)c1ccccc1
compound no.	25	26	27	28	29	30
AID2073	0%	?	-18%	6%	-3%	-19%
GPR35 arrestin U2OS	-1%	13%	-10%	3%	-13%	-4%
KOR beta-arrestin-1	-2.8%	-0.9%	-4.3%	/	0.2%	6.3%
GPR55 LPI antagonism	5%	-12%	-16%	12%	-15%	-9%
Siah-1 displacement	18%	5%	-2%	-2%	1%	1%
KOR beta-arrestin-2	-19%	-29%	6%	31%	-19%	12%
HIV peptide binding	-0.1%	-1.7%	-2.3%	-2.5%	0.5%	-2.9%
NOD1 inhibition	-19%	2%	-48%	-7%	-19%	4%
GPR55 activation	-0.1%	0.0%	-0.1%	0.2%	0.2%	-0.1%

#31 CC(=O)c1cccc(S(=O)(=O)N(Cc2cc3cc4c(cc3[nH]c2=O)OCCO4)CC2CCCO2)c1 (configuration not stated)
#32 O=c1[nH]c(=S)c2c(n1-c1ccccc1)CCC2
#33 C#CCn1c(CCNC(=O)c2ccco2)nc2ccccc21
#34 O=C(N/N=C/c1ccc(-c2cccc([N+](=O)[O-])c2)o1)c1cccs1
#35 O=C(NCc1cccs1)Nc1cc(Cl)ccc1Cl
#36 O=C(COc1ccc(F)c(Cl)c1)N1CCN(c2ccccn2)CC1
compound no.	31	32	33	34	35	36
AID2073	-1%	5%	-1%	25%	9%	4%
GPR35 arrestin U2OS	4%	-11%	1%	-9%	5%	-11%
KOR beta-arrestin-1	5.8%	5.6%	1.6%	-1.3%	-4.5%	2.7%
GPR55 LPI antagonism	0%	-3%	-13%	6%	3%	15%
Siah-1 displacement	0%	3%	-2%	4%	-7%	17%
KOR beta-arrestin-2	18%	-18%	-9%	-15%	-18%	13%
HIV peptide binding	-0.6%	-1.7%	1.0%	-1.4%	-2.2%	1.4%
NOD1 inhibition	-7%	-17%	18%	-45%	33%	-16%
GPR55 activation	0.3%	-0.1%	0.2%	-0.6%	-0.1%	-0.1%

#37 Cc1ccc(S(=O)(=O)CNC(=O)c2ccccc2)cc1
#38 OCCNc1nc(N2CCN(Cc3ccccc3)CC2)nc2ccccc12
#39 c1ccc(C2C/C(=N\N3CCOCC3)c3ccccc3O2)cc1 (configuration not stated)
#40 COc1ccc2c(C)c(Cl)c(=O)oc2c1
#41 CC(C)Cc1nnc(NC(=O)CC(C)c2ccccc2)s1 (configuration not stated)
#42 Cc1ccccc1Nc1nc(N)nc(COC(=O)c2ccc(S(=O)(=O)N(C)C)cc2)n1
#43 C=CCSC1=Nc2cc(OC)c(OC)cc2C2=NC(=O)CN12
compound no.	37	38	39	40	41	42	43
AID2073	3%	3%	-7%	-7%	16%	12%	18%
GPR35 arrestin U2OS	11%	12%	-20%	0%	6%	-9%	2%
KOR beta-arrestin-1	-0.5%	-5.7%	1.9%	-4.0%	-1.9%	9.0%	-3.3%
GPR55 LPI antagonism	8%	9%	-2%	/	8%	0%	-4%
Siah-1 displacement	-4%	6%	3%	10%	-6%	3%	4%
KOR beta-arrestin-2	-15%	16%	16%	17%	-15%	11%	0%
HIV peptide binding	-2.0%	3.5%	0.6%	-1.7%	0.9%	0.3%	1.1%
NOD1 inhibition	-7%	-8%	-5%	9%	-8%	4%	-23%
GPR55 activation	-0.3%	0.2%	0.6%	0.2%	-0.2%	-0.3%	-0.1%

Source: PubChem (Sanford-Burnham Center for Chemical Genomics)
